Source: PubChem
SRC3 TRFRET art – TR-FRET artefact, counter-screen to PPARgamma/SRC-3 agonist assay; PPARgamma/SRC-3 format; active compounds read high; hit rate 0.39% among 99,000; TR-FRET ratio at 8 µM; in the data active = TR-FRET ratio above about 2000; also: inactives centre near 1600; reference of the scale not given here
SRC1 TRFRET art – flags TR-FRET format artefacts in PPARgamma SRC-1 recruitment agonist screen; hit rate 0.34% among 99,000; TR-FRET ratio at 8 µM; TR-FRET detection artefact counter-screen, emission ratio; active compounds read high; in the data active = TR-FRET ratio above about 2300; also: inactives centre near 1800; reference of the scale not given here
* = called active by the depositor.

SMILES	SRC3 TRFRET art	SRC1 TRFRET art
CCC(COC)NC(=O)CCc1nnc(Cc2cccc(C(F)(F)F)c2)o1 (stereo unspecified)	1732	1883
CN(C)C(CNc1ncnc2sc3c(c12)CCCCC3)c1ccco1 (stereo unspecified)	1523	1787
O=C(/C=C/c1ccc(-c2ccccc2)o1)c1ccccc1	1545	1741
CC1CC(C)CN(S(=O)(=O)c2ccc(C(=O)NCCCn3ccnc3)cc2)C1 (stereo unspecified)	1692	1468
Cc1c(NC(=O)CCCCCN2C(=O)c3ccccc3C2=O)c(=O)n(-c2ccccc2)n1C	1606	1706
Cc1ccc(/C=C2\CCCC3=C2NC(=S)NC3c2ccc(C)cc2)cc1 (stereo unspecified)	1387	1916
CC(C)(C)c1ccc(CNc2ccc([N+](=O)[O-])cn2)cc1	1646	1958
Cc1[nH]ccc(=O)c1OC1OC(CO)C(O)C(O)C1O (stereo unspecified)	1528	1599
CN(Cc1cccs1)C(=O)COC(=O)CNC(N)=O	1534	1689
COc1ccc2c(c1)CC(C1(O)C(=O)N(C)c3ccccc31)C2=O (stereo unspecified)	1423	1797
CCOC(=O)c1[nH]c2ccc(Cl)cc2c1NC(=O)/C=C/c1ccc2c(c1)OCO2	1368	1559
Cc1ccc(N=c2sc(C)c(C)n2C)cc1	1479	1671
COc1ccc(CCNC(=O)Cc2ccc(OC)c(OC)c2)cc1OC	1531	1766
O=C1c2ccccc2C(=O)N1CCCCN(C(=O)c1cc([N+](=O)[O-])cc([N+](=O)[O-])c1)c1ccc(Cl)cc1	1647	1900
CCN(CC)c1ccc(/C=C/C(=O)C2C(=O)C=C(C)OC2=O)cc1 (stereo unspecified)	1458	1746
CCN1C(=O)C(C(=O)c2ccccc2)SC1=S (stereo unspecified)	1495	2004
Cc1ccc(C(=O)N[C@@H](C)CN2C3=NC[C@H](C(C)C)N3C[C@H]2Cc2ccc(O)cc2)cc1Br	1585	1663
O=c1c2c(nc3cc(-c4cccc(Cl)c4)[nH]n13)CCCC2	1500	1727
Cc1ccc(S(=O)(=O)NCCN2CCOCC2)c(C)c1C	1507	1920
C=CCc1cccc2cc(C(=O)NCc3cccnc3)c(=O)oc12	1458	1645
COc1ccc(OC)c(C(=O)CSc2nc3ncccc3[nH]2)c1	1524	2086
COc1cccc(-n2nc(C(N)=O)c(O)cc2=O)c1	1288	1602
Cc1ccc(C)c(NC(=S)NC(C)C(c2cccs2)N2CCOCC2)c1 (stereo unspecified)	1616	1904
COc1ccc(-c2nc(NC(=O)Cn3cnnn3)sc2C)cc1	1634	1684
CC1CCN(c2nc(-c3ccccc3)c(C#N)c(=O)[nH]2)CC1	1469	2117
CCOC(=O)c1c(NC(=O)CSc2nnc(C)c(=O)[nH]2)sc(C)c1C	1520	1939
O=C(COc1ccc2oc(-c3ccccc3)cc(=O)c2c1)Nc1ccccc1	1535	1772
O=C(Cn1cnc2c(cnn2-c2ccccc2)c1=O)N1CCOCC1	1851	1981
CC1=NN(C(=O)c2ccc(Cn3nc(C)c([N+](=O)[O-])c3C)o2)C(O)(C(F)(F)F)C1 (stereo unspecified)	1571	1652
COc1cc(OC)nc(-n2ncc(OC)c(Br)c2=O)n1	1448	1786
CCc1ccccc1NC(=S)N1CCN(c2ccccn2)CC1	1582	1847
O=C(CN1CCN(Cc2ccc3c(c2)OCO3)CC1)Nc1ccc(F)cc1	1560	1974
O=C1NCCN(Cc2c(F)cccc2Cl)C1CC(=O)N1CCCCO1 (stereo unspecified)	1492	1512
CS(=O)(=O)c1ccc2nc(NC(=O)Cc3ccccc3)sc2c1	1540	1953
COc1ccc(Nc2c(-c3ccc(C)cc3)nc3cnccn23)cc1	1600	1601
CCN=c1scc(-c2cccs2)n1/N=C/c1cc(OC)ccc1O	1598	1937
Cc1ccc(OCCN2CCNCC2)c([N+](=O)[O-])c1	1592	1966
CCOc1ccc(NC(=O)c2sccc2-n2cccc2)cc1	1505	1833
O=C(CSc1ccsc1[N+](=O)[O-])NCc1ccccc1	1582	1799
Cc1cccc(C(=O)NCCC(=O)Nc2nc(C)c(Cc3ccc4c(c3)OCO4)s2)c1	1509	1835
Cc1ccc(N(C(=O)Cc2cccs2)C(C(=O)NC2CCCCC2)c2ccccn2)cc1C (stereo unspecified)	1427	1979
COc1ccccc1NC(=O)COC(=O)C1CC1	1781	1976
C=CCN1C(=O)c2cccc3c(Br)ccc(c23)C1=O	1845	2173
COc1cc(C2CC(=O)Nc3c2c(=O)nc2c(C)cccn32)cc(OC)c1OC (stereo unspecified)	1581	1565
O=C(CSc1nnc(NC(=O)C2CC2)s1)Nc1ccc2c(c1)OCCO2	1686	1676
Cc1ccc(C(c2nnnn2Cc2cccs2)N2CCN(Cc3ccc4c(c3)OCO4)CC2)cc1 (stereo unspecified)	1632	1858
COc1ccc(NC(=O)/C=C/c2ccccc2)cn1	1625	2085
COc1ccc(OC)c(CN2CCC(CO)(CCOc3ccccc3)CC2)c1	1567	1648
O=[N+]([O-])c1ccc2nc(-c3ccc(Cl)cc3)[nH]c2c1	1374	1860
COC(=O)/C=C/C(=O)N1CCN(c2cccc(Cl)c2)CC1	1553	1720
Cc1cccn2c(CNCC3(c4ccccc4)CCCC3)c(C(=O)N3CCOCC3)nc12	1524	1631
Cc1noc(C)c1C(=O)N1CCN(c2cccc(Cl)c2)CC1	1600	1721
CC1(C(=O)N(CC(=O)NC2CCCC2)C2CCCC2)CC(=O)N=C2C=CC=CN21 (stereo unspecified)	1547	1720
CCNc1nc(NOC)nc(OCC#N)n1	1314	1838
COc1c(Cl)cnn(-c2ccc(Cl)c(Cl)c2)c1=O	1664	1819
Cc1ccccc1NC(=O)N1CCN(c2ncccn2)CC1	1421	1866
COc1ccc(NC(=O)CNC(=O)Cn2c(C)cc3ccccc3c2=O)cc1OC	1913	1791
Cc1cccc(N2CCN(c3ccc(NC(=O)/C=C\C(=O)O)cc3)CC2)c1	1634	1654
CC(=O)NC(Cc1ccccc1C)C(=O)NC1CCN(C(=O)c2cccc(C)c2)CC1 (stereo unspecified)	1790	1779
Cc1ccc(-n2c(C)cc(C(=O)COc3c(CO)cc(F)cc3CO)c2C)cc1C	1503	2057

Other compounds.
SMILES	SRC3 TRFRET art	SRC1 TRFRET art
Oc1c(C(c2cccc(F)c2)N2CCN(Cc3ccccc3)CC2)sc2ncnn12 (stereo unspecified)	1665	1741
CCc1cc2c(=O)[nH]c(-c3ccccn3)nc2s1	1393	1602
CC(C)c1cccc(C(C)C)c1NC(=O)c1ccc(OCC(=O)NCc2ccccc2)cc1	1383	1576
c1ccc(-c2nnnc3ccccc23)cc1	1505	1694
CC(C)C(OC(=O)c1nsc(Cl)c1Cl)C(=O)NC(C)(C)C (stereo unspecified)	1579	1612
CCOc1ccccc1OCCCC(=O)N(C)CC(=O)Nc1cc(C)ccc1C	1587	1663
COc1cccc(NC(=O)c2cc(OC)c(OC)c(OC)c2Br)c1	1487	1644
COc1cc(C2N(C)CCC3(OCCO3)C2(C)C)cc(OC)c1OC (stereo unspecified)	1524	1798
Nc1nn2c(-c3ccccc3)cc(=O)[nH]c2c1N=Nc1ccc(O)cc1	1639	1765
Cc1ccc(C)n1-c1ccc(C(=O)N/N=C/c2ccncc2)cc1	1404	1815
CCOc1nc(C#N)nc(N2CCCCC2)n1	1614	1633
CC(C(=O)NC1C(=O)N2C(C(=O)O)=C(CSc3nnnn3C)CSC12)n1cc(Cl)cn1 (stereo unspecified)	1483	1740
CCC(c1n[nH]c(=S)n1-c1ccccc1)N(C)C (stereo unspecified)	1678	1713
COCc1nc2sc3c(c2c(=O)[nH]1)CCCC3	1365	1692
CC(C)N(C(=O)Cc1ccccc1[N+](=O)[O-])C(C)C	1579	1924
Nc1nc(N2CCN(c3ccc(F)cc3)CC2)n[nH]1	1478	1692
Cc1cc(NC(=O)CN2CCN(c3cccc(Cl)c3)CC2)no1	1476	1770
Cc1cc(O)ccc1N=Cc1c(C(F)(F)F)[nH][nH]c1=O	1708	1800
CN(CC(O)Cn1cnc2c1c(=O)n(C)c(=O)n2C)c1ccccc1 (stereo unspecified)	1437	1788
CC(C)OC(=O)C(C#N)c1nc2ccccc2nc1N1CCCC1 (stereo unspecified)	1638	1715

Exported with bars between the fields: 17 of the compounds above
Molecule | SRC3 TRFRET art | SRC1 TRFRET art
Oc1c(C(c2cccc(F)c2)N2CCN(Cc3ccccc3)CC2)sc2ncnn12 (stereo unspecified) | 1665 | 1741
CCc1cc2c(=O)[nH]c(-c3ccccn3)nc2s1 | 1393 | 1602
CC(C)c1cccc(C(C)C)c1NC(=O)c1ccc(OCC(=O)NCc2ccccc2)cc1 | 1383 | 1576
c1ccc(-c2nnnc3ccccc23)cc1 | 1505 | 1694
CC(C)C(OC(=O)c1nsc(Cl)c1Cl)C(=O)NC(C)(C)C (stereo unspecified) | 1579 | 1612
CCOc1ccccc1OCCCC(=O)N(C)CC(=O)Nc1cc(C)ccc1C | 1587 | 1663
COc1cccc(NC(=O)c2cc(OC)c(OC)c(OC)c2Br)c1 | 1487 | 1644
COc1cc(C2N(C)CCC3(OCCO3)C2(C)C)cc(OC)c1OC (stereo unspecified) | 1524 | 1798
Nc1nn2c(-c3ccccc3)cc(=O)[nH]c2c1N=Nc1ccc(O)cc1 | 1639 | 1765
Cc1ccc(C)n1-c1ccc(C(=O)N/N=C/c2ccncc2)cc1 | 1404 | 1815
CCOc1nc(C#N)nc(N2CCCCC2)n1 | 1614 | 1633
CC(C(=O)NC1C(=O)N2C(C(=O)O)=C(CSc3nnnn3C)CSC12)n1cc(Cl)cn1 (stereo unspecified) | 1483 | 1740
CCC(c1n[nH]c(=S)n1-c1ccccc1)N(C)C (stereo unspecified) | 1678 | 1713
COCc1nc2sc3c(c2c(=O)[nH]1)CCCC3 | 1365 | 1692
CC(C)N(C(=O)Cc1ccccc1[N+](=O)[O-])C(C)C | 1579 | 1924
Nc1nc(N2CCN(c3ccc(F)cc3)CC2)n[nH]1 | 1478 | 1692
Cc1cc(NC(=O)CN2CCN(c3cccc(Cl)c3)CC2)no1 | 1476 | 1770

Additional structures:
SMILES	SRC3 TRFRET art	SRC1 TRFRET art
CCCCCCCCc1nc(SC(C)C(=O)O)n[nH]1 (stereo unspecified)	1601	1784
CCNC(=S)N1CCN(Cc2ccc3c(c2)OCO3)CC1	1707	1711
O=C(CSc1nnc(-c2ccc(Cl)cc2)n1Cc1ccco1)Nc1ccc2c(c1)OCCO2	1612	1710
O=C(C1=C[C@@H](C2CC2)C[C@@H](OCCCCO)O1)N1CCN(Cc2ccc3c(c2)OCO3)CC1	1606	1854
Cc1[nH]n(-c2ccc([N+](=O)[O-])cc2)c(=O)c1/C=N/N1CCOCC1	1432	1685
Cc1ccc(S(=O)(=O)N/N=C2/CCCCC2C2CCCCC2)cc1[N+](=O)[O-] (stereo unspecified)	1565	1785
COC(=O)c1sccc1Oc1c(Cl)cccc1[N+](=O)[O-]	1613	1646
Cn1cc([C@@H]2C[C@H]3CN(Cc4cccc(Cl)c4)C(=O)[C@]34CCCN24)c2ccccc21	1553	1716
CCC(C)C(NC(=O)C(CC(C)C)NC(=O)C(CO)NC(=O)C1CCC(=O)N1)C(=O)OC (stereo unspecified)	1494	1957
CCOC(=O)C1=NNC(C(=O)c2ccc(Cl)cc2)C1c1ccc(OC)cc1 (stereo unspecified)	1532	1679
Cc1ccc(NC(=S)NC2CCCC2)cc1C	1438	1981
Cc1cccc(N2CCN(Cc3nc(-c4cccc(Oc5ccccc5)c4)oc3C)CC2)n1	1668	1738
CCC(CC)C(=O)N1CCN(c2cccc(C)c2C)CC1	1635	1598
COc1ccc(CN=C(Nc2ccccc2)SC2CC(=O)NC2=O)cc1 (stereo unspecified)	1537	1765
CS(=O)(=O)N1N=C(c2ccccc2)CC1c1ccc2nccnc2c1 (stereo unspecified)	1445	1504
O=C(O)C1C2C=CC(C2)C1C(=O)NCCCc1ccccc1 (stereo unspecified)	1582	1655
Cc1ccc(NC(=S)NCC23C=CC(O2)C2C(=O)N(c4ccc(C)cc4)C(=O)C23)cc1 (stereo unspecified)	1734	1686
CCOC(=O)c1c(NC(=O)C(C)Sc2c[nH]c3ccccc23)sc2c1CCC2 (stereo unspecified)	3476*	1543
Cc1cc(C)cc(NC(=O)C(Nc2ccccc2)c2ccccc2)c1 (stereo unspecified)	1601	1585
O/N=C\c1ccc(-c2ccccc2)o1	1421	1898
O=C(C1=C[C@@H](c2ccccc2)C[C@@H](OCCCCO)O1)N1CCOCC1	1432	1532
Cc1ccc(C(=O)OC(C(=O)Nc2ccc(Cl)cc2C(F)(F)F)c2ccccc2)cc1 (stereo unspecified)	1478	1893
Cn1c(SCC(=O)OC2CCCCC2)nnc1-c1ccc(S(=O)(=O)N2CCCC2)cc1	1541	1798
CC1CCN(CCCNC(=O)CN2CCN(Cc3ccc(Cl)cc3)C2=O)CC1	1492	1801
O=C(Nc1ccccc1)c1cccnc1N1CCOCC1	1713	1883
Cc1sc2nc(CSc3ccc([N+](=O)[O-])c(C(F)(F)F)c3)[nH]c(=O)c2c1C	1473	1787
COc1ccc(C(=O)NCCC2=CCCCC2)cc1[N+](=O)[O-]	1532	1875
O=C(Nc1ccc(S(=O)(=O)Nc2nccs2)cc1)c1cc(-c2ccccn2)nc2ccccc12	1550	2031
CCC(c1nnnn1Cc1ccccc1)N1CCN(c2ccc(OC)cc2)CC1 (stereo unspecified)	1525	1599
Cc1ccc(C2=NOC(=O)/C2=C\C=C\c2ccccc2)cc1	1633	1797
CN(C(=O)COC(=O)c1ccc(S(=O)(=O)N2CCCC2)cc1)c1ccccc1	1416	1822
CC(NC(N)=O)C(=O)NCC(=O)OCc1ccccc1 (stereo unspecified)	1518	1593
COc1cc(/C=N/NC(=O)CN(Cc2ccccc2)S(=O)(=O)c2ccc3c(c2)OCCO3)ccc1O	1575	2151
O=C(NCc1ccco1)c1nn2cccnc2c1Cl	1636	2005
Cn1c(C(=O)O)c(CC(=O)N2CCC(Cc3ccccc3)CC2)c2ccccc21	1664	1964
COc1ccc(C(C)C)cc1S(=O)(=O)N1CC(C)OC(C)C1 (stereo unspecified)	1377	1835
Cc1cc(C)cc(Nc2nc3c([nH]2)c(=O)n(C)c(=O)n3C)c1	1657	1956
